Bioassay records: PubChem BioAssay, Icahn School of Medicine at Mount Sinai
RBX1-CUL1 inh – inhibitors of human ROC1-CUL1 ubiquitin ligase activity | actives 0.6% (n = 140,000) | E3 ubiquitin-protein ligase RBX1 (Homo sapiens) + Cullin-1 (Homo sapiens), P62877+Q13616 | inhibition, % at 10 µM | in vitro K48 di-Ub FRET, acceptor:donor ratio, 45 min; in the data active = inhibition above about 25%
Target sequence (P62877 whole entry, looked up): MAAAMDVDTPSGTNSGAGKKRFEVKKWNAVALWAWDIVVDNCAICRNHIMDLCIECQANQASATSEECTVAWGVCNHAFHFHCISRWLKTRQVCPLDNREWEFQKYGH
Target sequence (Q13616 whole entry, looked up): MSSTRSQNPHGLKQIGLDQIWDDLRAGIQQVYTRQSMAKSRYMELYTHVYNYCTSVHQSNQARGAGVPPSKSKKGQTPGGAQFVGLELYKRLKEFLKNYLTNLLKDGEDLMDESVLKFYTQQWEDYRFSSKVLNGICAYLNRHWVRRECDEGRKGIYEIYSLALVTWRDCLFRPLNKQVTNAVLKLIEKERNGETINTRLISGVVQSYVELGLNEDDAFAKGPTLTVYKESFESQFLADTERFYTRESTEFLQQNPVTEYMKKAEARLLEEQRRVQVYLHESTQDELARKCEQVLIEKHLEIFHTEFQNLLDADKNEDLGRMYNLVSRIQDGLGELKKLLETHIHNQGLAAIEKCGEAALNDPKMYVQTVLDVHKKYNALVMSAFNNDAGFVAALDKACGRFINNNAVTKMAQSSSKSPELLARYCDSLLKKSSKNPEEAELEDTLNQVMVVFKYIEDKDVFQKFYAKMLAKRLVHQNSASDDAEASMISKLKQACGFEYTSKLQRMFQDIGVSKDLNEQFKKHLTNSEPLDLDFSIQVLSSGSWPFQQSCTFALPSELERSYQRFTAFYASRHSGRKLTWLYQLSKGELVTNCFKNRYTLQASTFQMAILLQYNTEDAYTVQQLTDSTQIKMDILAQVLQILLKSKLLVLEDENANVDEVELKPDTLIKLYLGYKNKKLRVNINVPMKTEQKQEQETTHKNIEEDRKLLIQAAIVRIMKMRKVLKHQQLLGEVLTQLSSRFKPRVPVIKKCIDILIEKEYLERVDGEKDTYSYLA
An asterisk follows results filed as active.

SMILES	RBX1-CUL1 inh
COc1cccc(NC(=O)Cc2ccc(NC(=O)N3CCCCc4ccccc43)cc2)c1	11
Cn1c(=O)c2nc(Sc3ncccn3)n(Cc3ccccc3Cl)c2n(C)c1=O	-5
COCC(=O)Nc1cc(C(=O)NC(C)Cc2ccccn2)cc2ncn(CCc3ccccc3)c12 (stereo not given)	5
O=C(Cn1c(=O)oc2cc(S(=O)(=O)NCc3ccccc3)ccc21)NCc1ccccc1Cl	10
Cc1[nH]nc2c1C(c1cccc(Cl)c1)C(C#N)C(=N)O2 (stereo not given)	1
Cc1nc(-c2ccccc2)nc2sc3c(Cl)ncnc3c12	-12
COc1ccc(OC)c(CNC(=O)c2cc(-c3ccc(Cl)s3)nc3ccccc23)c1	4
CSc1ccc(CNCC(C)O)cc1 (stereo not given)	10
CCOc1ccc(-c2nnc(SCC(=O)Nc3cccc(Cl)c3C)o2)cc1	-1
CCCCCCCN=C(Nc1ccc(C)cc1)C(=NCCCCCCC)Nc1ccc(C)cc1	7
O=C(NCCN1CCN(c2ccccc2)CC1)Nc1ccccc1Br	-6
O=[N+]([O-])c1ccc(N=Cc2cc3c(cc2[N+](=O)[O-])OCO3)c(Br)c1	7
c1ccc(Cn2c3ccccc3n3cc(-c4ccc(-c5ccccc5)cc4)nc23)cc1	-5
COc1ccc(OC)c(CNc2ncnc3onc(C)c23)c1	1
CCc1[nH]nc2c1C1(C(=O)N(CC)c3ccccc31)C(C#N)C(=N)O2 (stereo not given)	2
Cc1nnc(N2CCC(C(=O)NC(C)C)CC2)c2nn(-c3ccc(Cl)cc3)c(C)c12	5
CC(C)(C)c1cc(C(=O)Nc2nccs2)ccn1	3
COc1ccc2nc(N3CCCCC3)c(/C=C3\C(=O)NC(=S)N3C(C)=O)cc2c1	3
CCOc1cccc(NC(=O)c2ccc(C(C)(C)C)cc2)c1	-3
NC(=O)CSc1nc(SCC(N)=O)c2c(-c3ccccc3)cc(-c3ccccc3)nc2n1	-1
CC(=O)c1ccc(OCc2cc(C(=O)N3CCOc4ccccc4C3)no2)cc1	5
CCn1c(-c2cccc(OC)c2)nc2cc(NC(C)=O)cc(C(=O)NCCCc3ccncc3)c21	4
Cc1cccc(Cn2cc(C(=O)Nc3cc(F)ccc3F)ccc2=O)c1	2
CCOC(=O)N1CCN(c2nncc(-c3ccc(OC)c(F)c3)n2)CC1	-4
Cc1cccc(NC(=O)NC(C)(C(F)(F)F)C(F)(F)F)n1	-1

Structures from the list above with an NH in an aromatic ring (2):
SMILES	RBX1-CUL1 inh
Cc1[nH]nc2c1C(c1cccc(Cl)c1)C(C#N)C(=N)O2 (stereo not given)	1
CCc1[nH]nc2c1C1(C(=O)N(CC)c3ccccc31)C(C#N)C(=N)O2 (stereo not given)	2

Later entries:
SMILES	RBX1-CUL1 inh
O=C(Nc1ccc2nc(SCCOc3ccccc3)sc2c1)c1ccccc1F	-4
O=C1C=C2c3ccccc3CC2C(c2ccccc2)C1 (stereo not given)	4
COc1ccc(NC(=O)CSCC2=Nc3ccc(Cl)cc3C(=O)C2)cc1	-2
Cc1ccc(CCNC(=O)c2ccc3c(c2)N(Cc2ccccc2F)C(=O)c2ccccc2S3=O)cc1 (stereo not given)	-10
O=C(Nc1ccc2[nH]c3c(c2c1)CCCC3)c1ccco1	-2
COc1ccc(CCNC(=O)c2ccc3c(c2)N=C(C)c2cc(C)ccc2S3)cc1OC	-1
CCN(Cc1ccccc1)c1nc2c(S(=O)(=O)c3ccccc3)nnn2c2ccc(Cl)cc12	-4
CCSC1=NC(=O)C2C(=NC(=O)CC2c2ccc(O)cc2OC)N1C (stereo not given)	0
CS(=O)(=O)Nc1ccccc1C(=O)NCCc1ccccc1	9
CCCCN(CCCC)CCCOC(=O)Nc1c(C)cccc1C	-5
CN(C)C1=NC(C(F)(F)F)(C(F)(F)F)N=C(c2ccc(Cl)cc2Cl)O1	-1
COc1cccc(C2CC(=O)NC3=C2C(=O)CCC3)c1OC (stereo not given)	8
COc1ccc(CSc2nc3ccccc3s2)cc1F	7
O=C(CSc1ncnc2scc(-c3ccccc3)c12)Nc1ccc([N+](=O)[O-])cc1	-8
CC(NC(=O)c1cc(CN2CCOCC2)on1)c1ccc(Cl)cc1 (stereo not given)	5
Cc1nc2nc(Cc3c(C)nn(-c4ccccc4)c3C)cc(=O)n2[nH]1	7
Nc1c(C(=O)c2ccc(-c3ccccc3)cc2)sc2nc3c(cc12)CCCCCC3	0
O=C(CN1CCCCCC1)Nc1cccc(Cl)c1	-8
O=C(Nc1ccccc1C(=O)NNc1nc2ccccc2s1)c1ccccc1	3
COc1ccc(S(=O)(=O)n2ccnc2C)cc1C(C)(C)C	10
CCOC(=O)/C(C#N)=N/Nc1c([N+](=O)[O-])ccc(C)c1C	4
C=CCOc1ccccc1NC(=O)c1cccs1	0
COc1ccc(CN2CCN(C(C)C)CC2)cc1OCC(O)CN1CCCCC1 (stereo not given)	0
COC(=O)c1ccc(N2C(=O)CC(N3CCN(C(=O)c4ccccc4F)CC3)C2=O)cc1 (stereo not given)	5
CCOc1ccc(NC(=O)Cn2cc(S(=O)(=O)N3CCN(c4ccccc4F)CC3)c3ccccc3c2=O)cc1	6
(more compounds)
SMILES	RBX1-CUL1 inh
COc1ccccc1-c1nnc(C2CCN(S(=O)(=O)c3ccc(F)c(C)c3)CC2)o1	2
O=C1CC(Nc2ccc(Cl)cc2)C(=O)N1c1ccc(Cl)c(Cl)c1 (stereo not given)	-2
C=CCn1c(=O)c2c(nc3n(-c4ccccc4N)c(C)c(C)n23)n(C)c1=O	6
Cn1c(C23CC4CC(CC(C4)C2)C3)n[nH]c1=S	-15
CC(C)S(=O)(=O)c1ncc(CN(C)CCO)n1CCc1ccccc1	-9
O=C(COc1ccc(C(=O)N/N=C/c2ccccn2)cc1)N/N=C/c1ccccn1	7
Cc1ccc(C)c(NC(=O)CSc2cn(CC(=O)N3CCCC3)c3ccccc23)c1	1
CCOC(=O)C1(Cc2ccccc2C)CCCN(C(=O)c2cc[n+]([O-])cc2)C1 (stereo not given)	0
CCOc1ccccc1C(=O)N1CCC(c2nc3ccccc3o2)CC1	-2
COc1ccc(C2CC(C(F)(F)F)n3ncc(C(=O)N4CCOCC4)c3N2)cc1 (stereo not given)	-1
CCOc1cccc(/C=C2\SC(=O)N(Cc3ccccc3)C2=O)c1O	-4
CCCNS(=O)(=O)Cc1ccccc1C	10
Cc1ccc(NC(=O)CN2CCC(C)CC2)cc1Cl	-7
Cc1ccc(C(=O)Nc2cccc(NC(=O)CCC(=O)O)c2)cc1	-5
O=S(=O)(c1cccc(F)c1)N1CCC(c2nc3ccccc3s2)CC1	-7
CCOc1cc(/C=N\NC(=O)CNc2ccccc2OC)c(Br)c(Br)c1O	0
Cc1cccc(N2C(=O)C(=C3SCCC(C)S3)C(=O)N(c3cccc(C)c3)C2=S)c1 (stereo not given)	-2
CSCC(=O)N1CCC(N2CCCC(C(=O)NC3CC3)C2)CC1 (stereo not given)	8
Cc1cc(C)nc(N=C(N)Nc2ccccc2C(F)(F)F)n1	-2
O=c1cc(-c2ccccc2Br)oc2c(=O)c(Br)cc(Br)cc12	1
Cc1ccc(CS(=O)(=O)NCCc2ccccc2)cc1	-7
O=C1c2c(c3cccc4c3n2CCC4)CCN1c1ccccc1	0
O=C(CC(c1cccs1)N1Cc2ccccc2C1=O)Nc1ccc(F)c(F)c1 (stereo not given)	9
Cc1cc(C)nc(NS(=O)(=O)c2ccc(NC(=O)c3nc(SC(C)C)ncc3Cl)cc2)n1	2
CCOc1ccc(OCc2cccc(C(=O)Nc3c(C)nn(Cc4ccccc4C)c3C)c2)cc1	1
Remaining list, next part:
SMILES	RBX1-CUL1 inh
c1ccc(-n2nnnc2Sc2cn[nH]n2)cc1	6
COc1ccc(-c2c3c(=O)n(C)c(=O)n(C)c3c3c(-c4cccc(C)c4)nc4ccccc4n23)cc1	1
CCOC(=O)CC1=Nc2cc(C)c(C)cc2NC(=O)C1	-3
COC(=O)c1scc(-c2ccc(C)cc2)c1S(=O)(=O)N1CCN(c2ccc(OC)cc2)CC1	3
COc1cccc(C(=O)Nc2cccc(C(=O)O)c2)c1	4
Cc1ccc(/C=C/c2nc(-c3ccccc3)no2)cc1	6
O=C(Nc1ccc(Cl)cc1)c1sc(Cl)nc1-c1ccccc1	0
CC(C)CC(=O)N1CCN(c2ccc(NC(=O)C(C)(C)C)cc2)CC1	1
Cc1cccc(CN2CCCC3(CCN(C(=O)CCn4cncn4)C3)C2)c1 (stereo not given)	-7
CCOc1ccc(C(=O)Oc2ccc(NC(C)=O)cc2)cc1	0
Cc1cccc(Cn2c(=O)c3c(nc4n(CCCO)c(C)cn34)n(C)c2=O)c1	-2
COc1ccc(NC(=O)c2sc3nc4c(cc3c2N)CN(C(C)C)CC4)c(OC)c1	-10
CCCCc1nnc(SCC2=Nc3ccc(F)cc3C(=O)C2)n1C	-7
COCCN1CCCC2(CCN(Cc3cn[nH]c3-c3ccccc3)C2)C1 (stereo not given)	-1
CCOc1ccc(NC(=O)CNS(=O)(=O)c2ccc(F)c(Cl)c2)cc1	-7
O=S(=O)(c1cccs1)N1CCCC(CO)(Cc2cccc(Cl)c2)C1 (stereo not given)	-5
CCc1ccc(N=C2S/C(=C\c3ccc4c(c3)OCO4)C(=O)N2c2ccc(CC)cc2)cc1	-1
CCc1c2ccccc2nc2ccc(Cl)cc12	5
O=C(c1ccc2c(c1)N(Cc1ccccc1F)C(=O)c1ccccc1S2(=O)=O)N1CCc2ccccc21	-2
CN1CCN(C(CC(=O)Nc2ccccc2Cl)C(=O)O)CC1 (stereo not given)	3
COc1cccc(CN2CCCC3(CCN(Cc4cccnc4)C3)C2=O)c1 (stereo not given)	8
COc1ccccc1-c1nc(S(=O)(=O)c2ccc(Cl)cc2)c(N2CCCCC2)o1	-1
Cc1ccc(-n2ncc(C(=O)NCc3ccccn3)c2C2CCN(C(=O)OC(C)(C)C)CC2)cc1C	-5
COc1ccccc1NC(=O)Cn1nnc(C(=O)NCc2ccc3c(c2)OCO3)c1N	-1
CC(=O)Nc1ccc(OC(=O)/C=C/c2ccc(Cl)cc2)cc1	6
New compounds follow:
SMILES	RBX1-CUL1 inh
COc1ccc(/C=N/NC(=O)c2sccc2C)cc1Cn1nc(C)cc1C	2
CCOc1cc(CO)cc(Br)c1OCC(=O)O	-5
Cc1ccc(COc2ccccc2C2c3c(n[nH]c3C)OC(=N)C2C#N)cc1 (stereo not given)	-7
CCCCOc1ccc(Cn2c(=O)oc3ccccc32)cc1	-6
c1ccc2c(-c3cnc4n3CCS4)c[nH]c2c1	-1
Cc1cc(C(=O)N2CCCC(N3CCN(Cc4ccc5c(c4)OCO5)CC3)C2)n(C)n1 (stereo not given)	3
COc1ccc(C(=O)NC2(C(F)(F)F)C(=O)N=C3C2C(=O)NC(=O)N3c2ccc(F)cc2)cc1 (stereo not given)	1
COc1ccccc1N1CCN(C(=O)c2c(C)noc2C)CC1	-6
CC(C)(C)c1noc2c1C(c1c(F)cccc1Cl)C(C#N)C(N)=N2 (stereo not given)	6
CCNC(=O)c1cc2c(=O)n3cccc(C)c3nc2n1CCCOC	-6
Cc1cc(SCC(C)C)n2ncnc2n1	0
COc1ccc(-c2noc(CC(=O)N(C)c3cc(Cl)c(OC)cc3OC)n2)cc1	0
CCCOc1c(Br)cc(/C=C2\SC(=O)NC2=O)cc1OCC	6
COc1cc(-c2nc3ccccn3c2Nc2ccccc2C)ccc1O	5
CC(=O)Nc1c(C)nn(-c2ccccc2)c1N1CCC(C(=O)Nc2cc(Cl)ccc2C)CC1	10
CC1CCc2c(sc3nc(SCC(=O)c4ccccc4)nc(N)c23)C1 (stereo not given)	8
COc1ccc(-c2nnc(SCC(=O)N/N=C\C=C/c3ccco3)n2-c2ccc(OC)cc2)cc1	-2
CC1Cc2cc(S(=O)(=O)NCc3ccc(N(C)C)cc3)ccc2N1C(=O)C1CCC1 (stereo not given)	4
COc1cccc(N2C(=O)C3C4C=CC(CO)(O4)C3C2=O)c1 (stereo not given)	1
CCOC(=O)c1cnn2c(C(F)(F)F)cc(-c3ccc(C(C)C)cc3)nc12	-7
Cc1cccc(NC(=O)CSc2nc3c([nH]c4ccccc43)c(=O)n2C)c1	2
CCn1c2ccc([N+](=O)[O-])cc2c2cccc([N+](=O)[O-])c21	-13
OCCC1CN(CC#Cc2ccccc2)CCN1Cc1ccc(F)c(F)c1 (stereo not given)	14
CC(C)(C)c1ccc(C(=O)Nc2nnc(COc3ccc(Br)cc3)s2)cc1	-2
COc1ccc(NC(=O)C2(c3cccs3)CCOCC2)cc1Cl	1
CC(C)Oc1c(S)cnn(-c2ccccc2)c1=O	-3

Compounds shown so far that contain an aryl thioether with sulfur outside any ring, in the order listed:
SMILES	RBX1-CUL1 inh
Cn1c(=O)c2nc(Sc3ncccn3)n(Cc3ccccc3Cl)c2n(C)c1=O	-5
CSc1ccc(CNCC(C)O)cc1 (stereo not given)	10
CCOc1ccc(-c2nnc(SCC(=O)Nc3cccc(Cl)c3C)o2)cc1	-1
NC(=O)CSc1nc(SCC(N)=O)c2c(-c3ccccc3)cc(-c3ccccc3)nc2n1	-1
O=C(Nc1ccc2nc(SCCOc3ccccc3)sc2c1)c1ccccc1F	-4
COc1ccc(CSc2nc3ccccc3s2)cc1F	7
O=C(CSc1ncnc2scc(-c3ccccc3)c12)Nc1ccc([N+](=O)[O-])cc1	-8
Cc1ccc(C)c(NC(=O)CSc2cn(CC(=O)N3CCCC3)c3ccccc23)c1	1
Cc1cc(C)nc(NS(=O)(=O)c2ccc(NC(=O)c3nc(SC(C)C)ncc3Cl)cc2)n1	2
c1ccc(-n2nnnc2Sc2cn[nH]n2)cc1	6
CCCCc1nnc(SCC2=Nc3ccc(F)cc3C(=O)C2)n1C	-7
Cc1cc(SCC(C)C)n2ncnc2n1	0
CC1CCc2c(sc3nc(SCC(=O)c4ccccc4)nc(N)c23)C1 (stereo not given)	8
COc1ccc(-c2nnc(SCC(=O)N/N=C\C=C/c3ccco3)n2-c2ccc(OC)cc2)cc1	-2
Cc1cccc(NC(=O)CSc2nc3c([nH]c4ccccc43)c(=O)n2C)c1	2

Only part of the results is shown, so the mix of outcomes need not match the whole.
